# FUS yeast rescue – qHTS for Suppressors of FUS Proteinopathy: Primary screen using FUS-linked yeast assay | S. cerevisiae FUS-expressing, growth rescue, OD600, 24 h | Potency, µM (doses to about 76.6 µM), inactives show at the top dose growth rescue (activation), usual class: activators | 0.24% of 390,000 active;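 further: potency means the concentration at half of the fitted maximal effect; plate controls were DMSO vehicle for no effect and reference control for full effect; nearly all actives have a fitted effect of over 55% in size; some results filed as inactive show a strong effect at the top dose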
#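 Yeast FUS proteinopathy model; galactose-induced FUS (2%), starting OD 0.005. Cpds in dilution series, 24hr, 30C, 99% humidity. Abs 600 nm growth. Pos ctrl CP55940 (top 92uM final); neg ctrl DMSO.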
# aSyn rescue – qHTS of alpha-syn Inhibitors. Yeast expressing alpha-synuclein, growth rescue, BacTiter-Glo, 24 h. Potency, µM (top dose mostly 46.1 µM), without a hit: at the highest dose growth rescue (activation), usual class: activators. 0.14% of 370,000 active. AID 652106, 2013; further: potency means the concentration at half of the fitted maximal effect; % of control where 0% means no effect; nearly all actives have a fitted effect of over 65% in size
#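 Galactose-induced alpha-syn yeast (OD600=0.02, raffinose-pregrown) + pinned cpd, 24 hr, 30 deg C; growth by BacTiter-Glo luminescence. Growth restoration scores as activation.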
# PI5P4Ka inh – qHTS for Inhibitors of phosphatidylinositol 5-phosphate 4-kinase (PI5P4K); max response, %; 1.2% of 330,000 active; PI5P4Kalpha enzyme, ADP-Glo luminescence, 60 min; hits give low values; AID 652105, 2013; active means max response of -50% or lower; inconclusive means between -30% and -50%; inactive means -30% or higher; further: value at the top dose of about 77 µM; on the % scale 0 is the no-effect control and ±100 the full control effect
# Target sequence (P48426 whole entry, looked up): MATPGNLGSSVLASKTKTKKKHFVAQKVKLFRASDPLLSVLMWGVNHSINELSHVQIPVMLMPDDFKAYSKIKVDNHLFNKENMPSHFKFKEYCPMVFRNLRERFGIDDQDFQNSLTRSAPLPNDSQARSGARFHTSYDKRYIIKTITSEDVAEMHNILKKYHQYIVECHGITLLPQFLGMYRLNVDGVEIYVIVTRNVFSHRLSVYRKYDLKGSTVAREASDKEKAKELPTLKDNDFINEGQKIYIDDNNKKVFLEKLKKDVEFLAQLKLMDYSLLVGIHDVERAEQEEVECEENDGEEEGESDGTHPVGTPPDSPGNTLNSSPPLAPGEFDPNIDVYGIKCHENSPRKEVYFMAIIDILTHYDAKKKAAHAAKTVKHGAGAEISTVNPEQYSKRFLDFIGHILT
#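 qHTS, 1536-well: enzyme/substrate mix, compound by pin tool, 5 microM ATP final; RT 60 min; ADP-Glo reagents 1 (45 min) then 2 (30 min); luminescence.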
# PLK1 PBD block – qHTS for Inhibitors of PLK1-PDB (polo-like kinase 1 - polo-box domain): Primary Screen; Serine/threonine-protein kinase PLK1 (Homo sapiens), P53350; Plk1 PBD binding of FITC phosphopeptide, fluorescence polarization; Potency, µM, inactives show max response, negative = inhibition, usual class: inhibitors; 2.8% of 360,000 active; further: potency means the concentration at half of the fitted maximal effect; series mostly up to about 57 µM; on the % scale 0 is the no-effect control and ±100 the full control effect; nearly all actives have a fitted effect of over 65% in size
# Target sequence (P53350 whole entry, looked up, the tested form may be a part): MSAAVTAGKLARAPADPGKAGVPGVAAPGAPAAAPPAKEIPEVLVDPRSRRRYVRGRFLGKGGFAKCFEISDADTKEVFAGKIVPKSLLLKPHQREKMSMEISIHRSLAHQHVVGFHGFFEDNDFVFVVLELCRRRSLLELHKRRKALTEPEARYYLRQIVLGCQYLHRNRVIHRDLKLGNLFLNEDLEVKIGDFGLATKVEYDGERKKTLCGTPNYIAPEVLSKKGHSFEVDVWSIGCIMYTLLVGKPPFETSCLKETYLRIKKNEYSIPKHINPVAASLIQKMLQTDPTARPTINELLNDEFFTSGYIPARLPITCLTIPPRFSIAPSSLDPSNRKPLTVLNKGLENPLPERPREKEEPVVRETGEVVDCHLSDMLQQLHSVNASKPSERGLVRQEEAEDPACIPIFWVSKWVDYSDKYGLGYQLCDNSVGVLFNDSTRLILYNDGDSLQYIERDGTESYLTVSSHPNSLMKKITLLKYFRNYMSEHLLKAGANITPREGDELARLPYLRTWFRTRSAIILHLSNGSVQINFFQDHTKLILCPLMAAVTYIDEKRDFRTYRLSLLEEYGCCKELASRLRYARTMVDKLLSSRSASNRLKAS
# WRN inhibitor – qHTS for Inhibitors of WRN Helicase; Bifunctional 3'-5' exonuclease/ATP-dependent helicase WRN (Homo sapiens), Q14191; WRN helicase unwinding, fluorescent forked duplex, kinetic; Potency, µM (top dose mostly 114 µM), for inactives: at the highest dose activity change, negative = inhibition, usual class: inhibitors; 0.46% of 360,000 active; further: potency means the concentration at half of the fitted maximal effect; on the % scale 0 is the no-effect control and ±100 the full control effect; nearly all actives have a fitted effect of over 55% in size
#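 WRN at 20 nM final preincubated with compound 15 min at room temperature; reaction started with 100 nM fluorophore/quencher forked duplex oligonucleotide and 2 mM ATP final. Unwinding followed kinetically by red fluorescence (ex 525, em 598 nm).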
# IL-2 act – qHTS of IL-2 Activators | IL-2 activation reporter assay, cell-based qHTS; stimulated with anti-CD3/CD4/CD28 beads; in transgenic mouse T cells | activation, % (series mostly up to about 46 µM) | 0.065% of 360,000 active | AID 652025, 2013; in the data active means activation above about 50%; inconclusive means mostly about 30% to 49%; further: 0% is about no effect
#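 Unstimulated transgenic mouse T cells, 750 per well, received compound and, after 60 minutes, anti-CD3/anti-CD4 bead plus anti-CD28 stimulation. EGFP and DsRed were quantified after 18 hours.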
# EPAC1 antagonist – qHTS for Antagonist of cAMP-regulated guanine nucleotide exchange factor 3 (EPAC1): primary screen; Rap guanine nucleotide exchange factor 3 (Homo sapiens), O95398; 0.14% of 360,000 active; EPAC1 GEF assay, Rap1b-BODIPY-GDP exchange fluorescence; Potency, µM (doses to about 115 µM), inactives show at the top dose activity change, negative = inhibition, usual class: inhibitors;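 further: potency means the concentration at half of the fitted maximal effect; plate controls were vehicle for no effect and positive control for full effect; nearly all actives have a fitted effect of over 50% in size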
# Abeta rescue – qHTS for compounds that reverse cellular toxicity of Amyloid beta (A-beta) peptide in yeast: Primary Screen; AID 1347071, 2019; yeast expressing A-beta42, growth rescue, OD600, 48 h; response scale: 0% DMSO, 100% iron-clioquinol control; Potency, µM (doses to about 46.1 µM), inactives show at the top dose growth rescue, actives largely listed as activators; 0.063% of 410,000 active; further: potency means the concentration at half of the fitted maximal effect; nearly all actives have a fitted effect of over 55% in size
#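 Yeast growth medium received pinned compounds, then yeast cells expressing toxic A-beta were added; plates incubated at 30 C for 48 hr. Growth read as absorbance at 600 nm, normalized to DMSO and equimolar FeCl3 plus clioquinol controls.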
# EPAC1 agonist – qHTS for Agonist of cAMP-regulated guanine nucleotide exchange factor 3 (EPAC1): primary screen | EPAC1 agonist qHTS, biochemical assay; response scale: 100% = response to 6.5 mM cAMP | Potency, µM (highest dose often 154 µM), for the others: top-dose activation, actives largely listed as activators | AID 720707, 2013 | Rap guanine nucleotide exchange factor 3 (Homo sapiens), O95398 | 0.073% of 360,000 active; further: potency means the concentration at half of the fitted maximal effect; nearly all actives have a fitted effect of over 60% in size
#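 Multi-concentration qHTS readout: loss of Rap1B-bound BODIPY-GDP fluorescence driven by 100 nM EPAC1 with excess GDP (50 uM), monitored kinetically at room temperature; agonist response expressed relative to 6.5 mM cAMP.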
# * = called active by the depositor; u = inconclusive; x = no result given; & = joins results of further samples; [ ] = remark or other dose. Unless noted, the call rests on the fitted dose curve; in most records, active means well fitted curve in the direction sought with a large enough effect; inconclusive means small, poorly fitted or top-dose-only effect, or another doubt; inactive means no such curve, though single readings can be large; an effect the other way counts as inactive or inconclusive. Random draw from the library (roughly 4.1% active in at least one column).
SMILES,FUS yeast rescue,aSyn rescue,PI5P4Ka inh,PLK1 PBD block,WRN inhibitor,IL-2 act,EPAC1 antagonist,Abeta rescue,EPAC1 agonist
COCCNC(=O)C(=O)N/N=C(\C)CC(=O)Nc1ccc(Cl)cc1Cl,x,-3%,-2,-10%,3%,-0.3,-10%,0%,0%
COc1ccc(N2CC(C(=O)OCC(=O)c3ccc(C)cc3)CC2=O)cc1 (configuration not stated),-10%,-2%,4,-11%,3%,1.2,-6%,-9%,12%
CC1CC(C)CN(C(=O)c2ccc3ncsc3c2)C1 (configuration not stated),x,8%,0,-4%,-11%,2.5,-23%,-5%,-5%
CCCn1c(SCC(=O)Nc2ccc(C(=O)Nc3ccccc3OC)cc2)n[nH]c1=O,10%,0%,1,-8%,-5%,1.1,8%,-5%,12%
O=C(NC1(C(F)(F)F)N=C(c2ccccc2)NC1=O)c1ccccc1 (configuration not stated),0%,-9%,-5,-11%,u,-3.5,-21%,13%,-3%
C/C(CCc1ccccc1)=N\NC(=O)c1ccc(CN2CCOCC2)cc1,-16%,2%,1,-2%,1%,0.0,-20%,7%,0%
CC(C)(C)OC(=O)N1CCC(CC2CC(c3ccncc3)=NO2)(C(=O)O)CC1 (configuration not stated),3%,-1%,-1,0%,-1%,-1.6,7%,-3%,-1%
CCOc1ccc(Oc2ccccc2NC(=O)CN2C(=O)NC3(CCCC3)C2=O)cc1,19%,-4%,0,1%,-2%,0.0,-20%,0%,28µM*
CCn1c(=N)c(S(=O)(=O)c2ccccc2)cc2c(=O)n3ccccc3nc21,20%,-11%,-11,-6%,11%,-4.6,-16%,-10%,11%
O=C(c1ccccc1Cl)N1N=C(c2ccc(Br)cc2)CC1c1nc2ccccc2[nH]1 (configuration not stated),28%,-41%[inhibitor],-11,-6%,-7%,-2.1,7%,-16%,15%
O=C(CSc1cccc2cccnc12)OCC(=O)c1ccc(Br)cc1,-17%,1%,1,-3%,2%,-0.1,17%,11%,-1%
Cc1ccc(N=Nc2c(O)[nH]c3ccc(F)cc23)cc1,-15%,-2%,-1,120%[activator],13%,269*,u,5%,-3%
COc1ccc(Cc2nc(-c3cccc(C)c3)no2)cc1,6%,-18%,-7,-6%,-3%,0.7,-4%,3%,8%
CC(C)OC(=O)c1nnc(Cc2ccc(F)cc2)o1,-24%,-10%,-3,1%,-1%,0.3,-2%,1%,-5%
O=C(CC1Sc2ccccc2NC1=O)NNC(=O)Nc1ccc(Cl)cc1 (configuration not stated),6%,2%,8,-6%,-4%,1.0,15%,10%,4%
CC1=C(C(=O)NCc2ccc3c(c2)OCO3)C2(CCC(C)CC2)OC1=O (configuration not stated),-9%,2%,2,-9%,-5%,-0.6,-9%,-10%,4%
COc1ccc(NC(=S)NC(=O)c2ccccc2)cn1,1%,2%,-5,-5%,0%,-0.6,13%,27%,15%
Cc1ccc(C)c(N2CCN(C(=O)c3nn(C)c4c3CS(=O)(=O)c3ccccc3-4)CC2)c1,u,5%,16,-6%,-11%,-6.2,-7%,-13%&-14%,13%
O=C(NNc1c2ccccc2nc2ccccc12)c1cc2ccccc2cc1O,u,-43%[inhibitor],u,-2%,-17%[57.1 µM],-1.6,u,-86%[inhibitor],4%
CN(C)S(=O)(=O)c1ccc(-c2csnn2)s1,13%,5%,0,-4%,-4%,0.8,-11%,7%,1%
O=C(NC(=S)NNS(=O)(=O)c1ccccc1)c1cccnc1,24%,0%,0,u,-9%,0.0,-15%,-12%,-9%
COC(=O)Nc1ccc2c(c1)OCO2,31%,-7%,-11,-1%,-11%,-0.5,0%,0%,-10%
O=C(O)CC(CC(=O)Nc1ccc(-c2ccccc2)cc1)c1ccccc1 (configuration not stated),-28%,1%,-1,-9%,-4%,0.4,8%,-6%,-4%
COc1ccc(Cc2nc3ccc(C(=O)NCc4cccc(C)n4)cc3o2)cc1OC,-16%,-1%,0,-3%,12%,-2.5,10%,-3%,-7%
CCCn1c(SCC(=O)NCCCN2CCCC2=O)nc2ccccc2c1=O,-7%,-11%,-2,-6%,-10%,-0.8,-22%,-2%,-5%
CCSc1nsc(NC(=O)Nc2ccccc2OC)n1,3%,-12%,-7,2%,-33%,-1.0,-6%,13%,1%
CCOC(=O)C1=CCN(S(=O)(=O)c2ccccc2F)C1c1cccc(Br)c1 (configuration not stated),13%,-1%,-8,-14%,-5%,-0.6,1%,-2%,2%
O=C(CSc1ccc(-c2ccccn2)nn1)c1ccc([N+](=O)[O-])cc1,9%,10%,-11,-13%,14%,0.6,9%,-43%,10%
Cc1ccc(NC(=O)NC(=O)COc2c(F)c(F)cc(F)c2F)c(C)c1,-1%,-14%,-1,2%,-18%,-0.2,-2%,-18%,-2%
S=c1[nH]c(-c2ccccc2)cn1/N=C/c1cccs1,8%,6%,-18,-2%,-4%,-0.6,8%,u,6%
CC(C)CN(C(=O)COC(=O)C1CC1)c1c(N)n(Cc2ccccc2)c(=O)[nH]c1=O,-3%,1%,8,-2%,-4%,-4.3,22%,6%,-4%
CCN(CC(=O)NCc1ccc(F)cc1)C(=O)C(C)Oc1cccc(Cl)c1 (configuration not stated),6%,11%,-1,4%,-3%,0.5,16%,5%,-1%
COC(=O)c1ccc(C(NC(=O)OCc2ccccc2)/C(F)=C/[C@@H](C)C(=O)NCc2ccc(OC)c(OC)c2)cc1 (some centres not stated),u,-3%,3,-3%,-4%,-0.7,-16%,-5%,-13%
Cn1ccnc1-c1nnn(-c2ccc(Cl)c(Cl)c2)n1,-14%,-1%,6,-12%,9%,0.0,-8%,-10%,-14%
Cc1ccc(NC(=O)c2ccc(-c3nn(C)c(=O)c4ccccc34)cc2)cc1,6%,19%,0,4%,-3%,-1.4,6%,1%,-3%
O=C(NCc1ccccc1)C1CCCN(c2cnccn2)C1 (configuration not stated),-9%,-4%,0,-8%,1%,-0.3,-14%,-3%,-12%
COc1ccc(CC(=O)OCC(=O)Nc2ccc3[nH]c(=O)[nH]c3c2)cc1,13%,0%,1,-1%,-6%,-3.3,9%,-4%,8%
COc1ccc(NC(=O)/C(=C\c2ccc(OC)c(OC)c2)NC(=O)c2ccco2)cc1,-16%,3%,2,-6%,-2%,-5.3,17%,6%,8%
CC(NC(=O)c1ccccc1O)c1ccccc1 (configuration not stated),-7%,-26%,x,-5%,0%,-2.1,11%,-19%,0%
Cn1c(OCc2cccnc2)nc2c1c(=O)n(Cc1ccccc1)c(=O)n2C,u,4%,0,-9%,-25%[57.1 µM],-0.8,3%,9%,1%
CC1CN(c2ccc([N+](=O)[O-])cc2Cl)CCN1S(C)(=O)=O (configuration not stated),24%,5%,2,-18%,-3%,0.9,14%,-5%,8%
O=[N+]([O-])c1ccc(S(=O)(=O)Nc2nnc(C(F)(F)F)s2)cc1,-24%,-8%,4,-17%,2%,-0.2,-5%,6%,-11%
Cc1ccc(C(=O)C(C)Oc2cccc(NC(=O)c3ccco3)c2)cc1 (configuration not stated),5%,-21%,-6,-3%,-12%[57.1 µM],-3.1,-9%,-21%,13%

# Of the compounds above, 9 have an aryl methoxy group.
SMILES,FUS yeast rescue,aSyn rescue,PI5P4Ka inh,PLK1 PBD block,WRN inhibitor,IL-2 act,EPAC1 antagonist,Abeta rescue,EPAC1 agonist
COc1ccc(N2CC(C(=O)OCC(=O)c3ccc(C)cc3)CC2=O)cc1 (configuration not stated),-10%,-2%,4,-11%,3%,1.2,-6%,-9%,12%
CCCn1c(SCC(=O)Nc2ccc(C(=O)Nc3ccccc3OC)cc2)n[nH]c1=O,10%,0%,1,-8%,-5%,1.1,8%,-5%,12%
COc1ccc(Cc2nc(-c3cccc(C)c3)no2)cc1,6%,-18%,-7,-6%,-3%,0.7,-4%,3%,8%
COc1ccc(NC(=S)NC(=O)c2ccccc2)cn1,1%,2%,-5,-5%,0%,-0.6,13%,27%,15%
COc1ccc(Cc2nc3ccc(C(=O)NCc4cccc(C)n4)cc3o2)cc1OC,-16%,-1%,0,-3%,12%,-2.5,10%,-3%,-7%
CCSc1nsc(NC(=O)Nc2ccccc2OC)n1,3%,-12%,-7,2%,-33%,-1.0,-6%,13%,1%
COC(=O)c1ccc(C(NC(=O)OCc2ccccc2)/C(F)=C/[C@@H](C)C(=O)NCc2ccc(OC)c(OC)c2)cc1 (some centres not stated),u,-3%,3,-3%,-4%,-0.7,-16%,-5%,-13%
COc1ccc(CC(=O)OCC(=O)Nc2ccc3[nH]c(=O)[nH]c3c2)cc1,13%,0%,1,-1%,-6%,-3.3,9%,-4%,8%
COc1ccc(NC(=O)/C(=C\c2ccc(OC)c(OC)c2)NC(=O)c2ccco2)cc1,-16%,3%,2,-6%,-2%,-5.3,17%,6%,8%

# Screening data from PubChem BioAssay.
